BAZ2B inh: qHTS Assay for Inhibitors of BAZ2B. Bromodomain adjacent to zinc finger domain protein 2B (Homo sapiens), Q9UIF8. AlphaScreen BAZ2B-H3K14Ac peptide displacement. Potency, µM (series often up to 114 µM), without a hit: top-dose activity change, negative = inhibition, hits mostly inhibitors. 360,000 tested, 4.4% active; further: potency means the concentration at half of the fitted maximal effect; on the % scale 0 is the no-effect control and ±100 the full control effect; nearly all actives have a fitted effect of over 60% in size
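AlphaScreen displacement of biotin-H3(5-23)K14Ac peptide (50 nM final) from BAZ2B (50 nM final) in PBS pH 7.4, 0.01% Tween-20; complex preformed 30 min RT, then compounds (top 110 uM) 30 min RT, beads 20 min dark.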
GLS inh: qHTS for Inhibitors of Glutaminase (GLS); Glutaminase kidney isoform, mitochondrial (Homo sapiens), O94925; GLS enzymatic activity, qHTS titration; Potency, µM (series often up to 45.5 µM), inactives show top-dose activity change, negative = inhibition, usual class: inhibitors; 410,000 tested, 0.21% active; AID 624170, 2012; further: potency means the concentration at half of the fitted maximal effect; on the % scale 0 is the no-effect control and ±100 the full control effect
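Assay buffer: 45 mM KH2PO4 pH 8.2, 0.02% Tween-20. hKGA acts on L-glutamine (1 mM solution added); product glutamate is reported by an oxidase/peroxidase Amplex Red coupling, with fluorescence taken at baseline and 30 min.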
G9a block: qHTS Assay for Inhibitors of Histone Lysine Methyltransferase G9a; Histone-lysine N-methyltransferase EHMT2 (Homo sapiens), Q96KQ7; G9a H3K9 monomethylation, AlphaScreen, 2 h; Potency, µM (doses to about 102 µM), without a hit: at the highest dose activity, negative = inhibition, hits mostly inhibitors; 350,000 tested, 8.8% active; AID 504332, 2011; further: potency means the concentration at half of the fitted maximal effect; on the % scale 0 is the no-effect control and ±100 the full control effect; nearly all actives have a fitted effect of over 75% in size
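AlphaScreen read-out: biotin-H3K9 peptide (500 nM) methylation by 20 nM enzyme with 20 uM SAM, 2 h at room temperature after 15 min compound preincubation; anti-monomethyl H3K9 antibody plus donor/acceptor beads, 10 min dark.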
PGK inhibitor: qHTS Assay to Find Inhibitors of Phosphoglycerate Kinase | Potency, µM (series often up to 57.5 µM), without a hit: top-dose activity change, negative = inhibition, hits mostly inhibitors | 380,000 tested, 0.043% active | PGK/GAPDH coupled, Kinase-Glo luminescence, 60 min | AID 602233, 2012; further: potency means the concentration at half of the fitted maximal effect; on the % scale 0 is the no-effect control and ±100 the full control effect; nearly all actives have a fitted effect of over 60% in size
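Recombinant glycosomal PGK reaction used 1,3-bisphosphoglycerate generated in-well by GAPDH (100nM final) in 100mM TEA pH 7.6, 5mM MgCl2, 0.01% Tween-20. After 60 minutes at room temperature, ATP was read by Kinase-Glo Plus luminescence end-point.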
HP1b chromo inh: HTS for Inhibitors of HP1-beta Chromodomain Interactions with Methylated Histone Tails | Chromobox protein homolog 1 (Homo sapiens), P83916 | AlphaScreen HP1-beta / biotin-H3K9me3 peptide binding | Potency, µM (highest dose often 114 µM), for the others: top-dose activity change, negative = inhibition, hits mostly inhibitors | 390,000 tested, 0.56% active; further: potency means the concentration at half of the fitted maximal effect; nearly all actives have a fitted effect of over 70% in size; inactives centre near 23
Target sequence (P83916 whole entry, looked up): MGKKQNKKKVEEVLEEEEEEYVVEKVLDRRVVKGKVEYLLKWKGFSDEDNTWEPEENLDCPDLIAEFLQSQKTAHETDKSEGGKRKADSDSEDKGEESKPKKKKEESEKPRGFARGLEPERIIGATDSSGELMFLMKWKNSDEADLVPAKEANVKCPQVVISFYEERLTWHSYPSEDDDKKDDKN
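AlphaScreen: HP1-beta (50 nM) preformed 30 min with biotin-H3(1-18)K9me3 peptide (50 nM) in PBS pH 7.4, 0.01% Tween-20. Compound added for 30 min at RT, then streptavidin donor/nickel chelate acceptor beads (10 ug/mL) for 30 min.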
PI4K2A inh: qHTS for small molecular inhibitors of PI4K2A; Phosphatidylinositol 4-kinase type 2-alpha (Homo sapiens), Q9BTU6; purified PI4K2A, ADP-Glo luminescence, 1 h; hits give low values; activity change, negative = inhibition, % at 76.9 µM; 420,000 tested, 0.13% active; in the data active means activity change below about -50%; inconclusive means mostly about -30% to -49%;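 further: -100% = wells without enzyme as full effect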
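PI4K2A activity was measured by ADP-Glo luminescence: enzyme (4 ug/mL stock) and phosphatidylinositol (1.2 mM stock) in Tris pH 7.5/MgCl2/EGTA/Triton X-100 buffer were reacted with ATP (300 microM stock) for one hour at ambient temperature.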
POLH inh: qHTS for Inhibitors of Polymerase Eta; DNA polymerase eta (Homo sapiens), Q9Y253; recombinant Pol eta, fluorescent DNA replication assay; Potency, µM (doses to about 114 µM), for the others: at the top dose activity change, negative = inhibition, actives largely listed as inhibitors; 390,000 tested, 1.2% active; AID 588591, 2011; further: potency means the concentration at half of the fitted maximal effect; on the % scale 0 is the no-effect control and ±100 the full control effect
Target sequence (Q9Y253 whole entry, looked up): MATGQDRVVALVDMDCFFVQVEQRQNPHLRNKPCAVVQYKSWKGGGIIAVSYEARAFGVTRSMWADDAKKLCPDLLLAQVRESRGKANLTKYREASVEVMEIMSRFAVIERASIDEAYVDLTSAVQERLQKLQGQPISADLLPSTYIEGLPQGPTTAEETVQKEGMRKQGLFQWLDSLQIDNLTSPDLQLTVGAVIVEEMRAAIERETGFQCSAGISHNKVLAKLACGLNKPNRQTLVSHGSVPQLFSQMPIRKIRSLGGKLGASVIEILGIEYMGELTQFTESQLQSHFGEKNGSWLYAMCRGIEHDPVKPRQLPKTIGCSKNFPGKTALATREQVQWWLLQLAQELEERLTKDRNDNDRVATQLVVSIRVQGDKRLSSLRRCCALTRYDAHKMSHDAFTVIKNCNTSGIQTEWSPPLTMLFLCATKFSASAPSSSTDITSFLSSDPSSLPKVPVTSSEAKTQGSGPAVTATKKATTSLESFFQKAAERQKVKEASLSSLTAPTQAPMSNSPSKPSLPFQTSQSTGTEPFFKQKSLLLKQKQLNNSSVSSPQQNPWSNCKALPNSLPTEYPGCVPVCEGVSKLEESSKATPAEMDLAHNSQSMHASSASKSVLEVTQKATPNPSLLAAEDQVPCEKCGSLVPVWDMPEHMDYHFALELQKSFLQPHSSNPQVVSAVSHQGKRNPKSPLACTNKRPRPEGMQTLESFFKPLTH
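Fluorescent replication assay: 50 nM final substrate added after a 15 min room-temperature compound preincubation with 10 nM enzyme. Signal taken at 0 min and again at 10 min.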
Pin1 inh: qHTS Assay to Find Inhibitors of Pin1; Potency, µM (series often up to 115 µM), without a hit: at the top dose activity, negative = inhibition, hits mostly inhibitors; Peptidyl-prolyl cis-trans isomerase NIMA-interacting 1 (Homo sapiens), Q13526; Pin1 FP peptide displacement, HiFluor488, 10 min; AID 504891, 2011; 390,000 tested, 0.009% active; active means well fitted inhibition curve with a large enough effect in the polarisation, with a control signal flat, not every such curve was filed as active; inconclusive means small, poorly fitted or top-dose-only effect, or effect the other way, or a change in a side signal; inactive means no such curve, though single readings can be large or run the other way; the % refers to the polarisation; further: potency means the concentration at half of the fitted maximal effect; on the % scale 0 is the no-effect control and ±100 the full control effect
Target sequence (Q13526 whole entry, looked up): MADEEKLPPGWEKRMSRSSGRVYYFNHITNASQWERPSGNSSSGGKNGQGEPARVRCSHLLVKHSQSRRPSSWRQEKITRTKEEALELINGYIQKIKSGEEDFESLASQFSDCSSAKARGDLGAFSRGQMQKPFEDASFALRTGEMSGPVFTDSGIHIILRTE
JMJD2A Tudor inh: qHTS Assay for Inhibitors of JMJD2A-Tudor Domain; Lysine-specific demethylase 4A (Homo sapiens), O75164; AlphaScreen JMJD2A-Tudor / H3K4me3 peptide binding; Potency, µM (doses to about 114 µM), for the others: at the top dose activity change, negative = inhibition, actives largely listed as inhibitors; 390,000 tested, 4.4% active; AID 504339, 2011; further: potency means the concentration at half of the fitted maximal effect; on the % scale 0 is the no-effect control and ±100 the full control effect; nearly all actives have a fitted effect of over 50% in size
* hit, by the source's call; i = inactive; ? = inconclusive; · = no result given; [ ] = remark or other dose. Unless noted, the call rests on the fitted dose curve; in most records, active means well fitted curve in the direction sought with a large enough effect; inconclusive means small, poorly fitted or top-dose-only effect, or another doubt; inactive means no such curve, though single readings can be large; an effect the other way counts as inactive or inconclusive. These rows are one share of the data; rates above refer to the full screens.

SMILES | BAZ2B inh | GLS inh | G9a block | PGK inhibitor | HP1b chromo inh | PI4K2A inh | POLH inh | Pin1 inh | JMJD2A Tudor inh
O=C(NNS(=O)(=O)c1ccc(F)cc1)C1CCN(S(=O)(=O)c2ccccc2)CC1 | -6% | -3% | 13% | -4% | 41%[activator] | 0 | -3% | -8% | -2%
O=C(Cn1ccn(-c2ccc(F)c(F)c2)c(=O)c1=O)NCc1ccccc1 | -2% | -9% | -1%[59 µM] | -7% | 23% | -6 | -15% | -2% | -11%
CC1CCCN(c2ccc([N+](=O)[O-])cc2C(=O)c2ccccc2)C1 (stereo not given) | -32% | 2% | -12%[59 µM] | -1% | 27% | 3 | 6% | 3% | -12%
COc1ccc(OC)c(CN2CCSCC2)c1 | ? | -9% | 11µM* | -5% | ? | 1 | -19% | -9% | 1.8µM*
Cc1ccc([C@H]2C(C#N)=C(N)Oc3cc(C)oc(=O)c32)o1 | -3% | -1% | ? | 6% | 32% | -4 | -22% | 0% | 5%[57.1 µM]
CCCn1nc(C(=O)NNC(=O)CCOc2ccccc2OCC)c2ccccc2c1=O | 1% | -2% | -3% | -2% | 44%[activator] | 0 | -12% | -2% | -13%
COC(=O)C1=C(N)Oc2cc(C)n(Cc3cccnc3)c(=O)c2C1c1ccccc1OC (stereo not given) | -8% | 12% | -14% | -4% | 4% | 2 | -14% | -8% | -17%
O=C(CCc1c[nH]c2ccccc12)N[C@@H](Cc1c[nH]c2ccc(O)cc12)C(=O)O | -15% | 8% | -19% | 1% | 14% | -1 | -5% | 5% | -20%
Cn1c(Cn2c(=O)sc3ccccc32)nnc1SCC(=O)NCc1ccccc1 | 0% | 2% | 3%[59 µM] | i | 49%[activator] | 0 | -6% | -2% | -7%
Cc1nn(-c2ccccc2)c(C)c1C(=O)OC(C)C(=O)NC1CCCCC1 (stereo not given) | · | 4% | · | i | 31%[57 µM] | 2 | -20% | 2% | -1%
Cc1ccc(-n2ncc3c(=O)n(Cc4ccccn4)cnc32)cc1C | -5% | -8% | -8%[12.7 µM] | i | 26% | -2 | -6% | 16% | -12%
COc1ccc(CC(=O)NNC(=O)CCc2ccccc2)cc1 | -20% | 0% | -28% | i | 22% | -1 | -23% | 3% | 5%
COC(=O)C1C(=O)C2=C(CC1C)NC(=O)CC2c1ccc(O)c(OC)c1 (stereo not given) | 1% | 28% | ? | 2% | 32% | -11 | -12% | 3% | ?
CN(C)c1ccc(NC(=S)N2CCN(c3ncc(C(F)(F)F)cc3Cl)CC2)cc1 | -16% | -29% | · | -1% | -12% | 2 | -6% | 4% | -31%
NC(=O)COC(=O)CCSc1ccc(Cl)cc1 | -14% | 6% | -8% | -7% | 11% | -9 | -14% | 5% | 3%
CCSc1nc(N)c2c(C)c(C)sc2n1 | 8% | -3% | -7%[59 µM] | -7% | 14% | 0 | -13% | 1% | -17%
CC(C)(C)Nc1nc(NC(C)(C)C)nc(-n2ccnc2)n1 | 6% | 4% | -48%[59 µM] | 5% | 59%[activator] | 0 | -10% | 4% | -14%
Cc1cccc(OCCCC(=O)Nc2ccc(N(C)C)cc2)c1 | ? | 13% | 1.8µM* | -4% | -15% | -1 | -13% | 4% | ?
COC(=O)C[C@H]1c2cc(F)ccc2S(=O)(=O)N1C(C)C | · | 2% | · | -6% | 31% | -6 | -15% | -6% | -21%
O=C(CN1C(=O)NC2(CCc3ccccc32)C1=O)Nc1c(Cl)cccc1Cl (stereo not given) | · | 1% | · | -8% | 27% | 5 | -18% | -4% | -12%
Cc1cc(C(=O)NNc2ccc(C(C)C)cc2)n(C(C)(C)C)n1 | ? | 15% | 7.9µM* | -5% | 21% | 8 | -19% | -6% | ?
S=c1[nH]nc(-c2ccc(Cl)cc2)n1Cc1ccccc1 | -6% | -21% | 1.4µM* | · | 6% | 1 | -15% | -1% | ?
COc1cc(N2C(=O)CSC23C(=O)N(C)c2ccccc23)cc(OC)c1OC (stereo not given) | -8% | -14% | -22%[59 µM] | -8% | 3% | -2 | -8% | -2% | -13%
COc1cc(NC(=S)N2CCN(S(=O)(=O)c3ccc(F)cc3)CC2)cc(OC)c1 | -5% | 1% | · | -13% | 36% | 2 | -22% | -7% | -3%
Cc1nnc(N2CCC(C(=O)NCc3cccc(Cl)c3)CC2)c2nn(-c3ccccc3)c(C)c12 | -15% | 7% | -10%[59 µM] | i | 32% | 2 | -15% | 17% | ?
CCCCC(C(=O)N/N=C/c1ccccn1)C(=O)N/N=C/c1ccccn1 | 7% | -8% | ? | -2% | 44%[activator] | -1 | -15% | 0% | -12%
Cc1cc(C)nc(N2CCC(C(=O)O)CC2)n1 | -7% | -4% | ? | -6% | 45%[activator] | 1 | ? | -24% | ?
COc1ccc(S(=O)(=O)NCC(=O)N(CC(=O)NCc2ccco2)Cc2ccccc2)cc1 | -5% | -3% | 16%[59 µM] | -7% | ? | 1 | -8% | 3% | -18%
O=C(COc1ccccc1)c1cn(CC(=O)N2CCOCC2)c2ccccc12 | 7% | -12% | 8%[12.7 µM] | -9% | 32% | 0 | -9% | ? | 2%
COC(=O)C(Cc1ccccc1)NC(=O)CSc1nc(N)cc(=O)[nH]1 (stereo not given) | 6% | -10% | 19%[2.33 µM] | 0% | 15% | -6 | -12% | -10% | 5%

Part of the list above, showing only POLH inh and Pin1 inh:
Structure	POLH inh	Pin1 inh
Cc1cc(C(=O)NNc2ccc(C(C)C)cc2)n(C(C)(C)C)n1	-19%	-6%
S=c1[nH]nc(-c2ccc(Cl)cc2)n1Cc1ccccc1	-15%	-1%
COc1cc(N2C(=O)CSC23C(=O)N(C)c2ccccc23)cc(OC)c1OC (stereo not given)	-8%	-2%
COc1cc(NC(=S)N2CCN(S(=O)(=O)c3ccc(F)cc3)CC2)cc(OC)c1	-22%	-7%
Cc1nnc(N2CCC(C(=O)NCc3cccc(Cl)c3)CC2)c2nn(-c3ccccc3)c(C)c12	-15%	17%

(further entries)
SMILES | BAZ2B inh | GLS inh | G9a block | PGK inhibitor | HP1b chromo inh | PI4K2A inh | POLH inh | Pin1 inh | JMJD2A Tudor inh
COc1ccc(N(CC(=O)Nc2cccnc2)S(=O)(=O)c2ccc(C)cc2)cc1Cl | ? | 2% | 10%[59 µM] | 8% | -4% | 2 | -11% | -7% | -31%
O=S(=O)(NCCc1nnc2ccc(SCc3ccc(C(F)(F)F)cc3)nn12)c1ccccc1 | -23% | -2% | -20%[59 µM] | -7% | 25% | 1 | -18% | -1% | -11%
Cc1noc(C)c1NC(=O)Nc1ccc2c(c1)C(=O)N([C@H](C)CO)C[C@H](C)[C@@H](CN(C)S(=O)(=O)c1ccc(Cl)cc1)OCCCC[C@@H](C)O2 | · | -28% | · | -2% | · | 7 | -5% | · | ·
O=P(O)(CCc1ccncc1)CN1CCCCC1 | 10% | 42%[activator] | -6% | -11% | 12% | -1 | -4% | 0% | -8%
CCOC(=O)c1cccc(NC(=O)Cn2c(=O)nc(-c3ccccc3F)c3cc(Cl)ccc32)c1 | -2% | -5% | 17%[59 µM] | i | 14% | -8 | -12% | 2% | -6%
CCSc1nnc(NC(=O)NC(CC)(C(F)(F)F)C(F)(F)F)s1 | 7% | -11% | ? | -4% | 34%[activator] | 3 | -23% | -2% | -23%
Cc1cc(Br)c2c(c1)C1(OCCO1)C(=O)N2 | -13% | -4% | -7% | 7% | 52%[activator] | -5 | -9% | 0% | -6%
CCN1CCN(C(=O)c2ccc3c(Cl)c4c(nc3c2)CCCC4)CC1 | -21% | 0% | -47% | -8% | 31% | -3 | -9% | 5% | -21%
Cc1c(C(=O)Nc2ccccc2)cn2c(nc3ccccc32)c1C#N | 6% | 10% | -5%[59 µM] | 5% | 9% | 3 | -16% | 36%[activator] | -7%
CCOc1cc(C)nc(N2CCC(C(=O)NC3CC3)CC2)n1 | · | 0% | · | -6% | 18%[57 µM] | 2 | -14% | 1% | -23%
Cc1ccc(S(=O)(=O)/N=C2/C=C(C3C(=O)CC(C)(C)CC3=O)C(=O)c3ccccc32)cc1 | ? | ? | 8.9µM* | -4% | -36% | -23 | -12% | ? | ?

Record cards, from the list above. Order of screens: BAZ2B inh	GLS inh	G9a block	PGK inhibitor	HP1b chromo inh	PI4K2A inh	POLH inh	Pin1 inh	JMJD2A Tudor inh
`COc1ccc(N(CC(=O)Nc2cccnc2)S(=O)(=O)c2ccc(C)cc2)cc1Cl` is listed as ?	2%	10%[59 µM]	8%	-4%	2	-11%	-7%	-31%
`Cc1noc(C)c1NC(=O)Nc1ccc2c(c1)C(=O)N([C@H](C)CO)C[C@H](C)[C@@H](CN(C)S(=O)(=O)c1ccc(Cl)cc1)OCCCC[C@@H](C)O2` is listed as ·	-28%	·	-2%	·	7	-5%	·	·
